# Source: PubChem BioAssay
# D2 potentiator – D2 dopamine receptor (human) potentiation; P14416; HEK293 T-REx D2, calcium flux, EC20 dopamine potentiation; potentiation, % at 10 µM; 340,000 compounds, 0.34% hits;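 active = potentiation over 3 SD above the plate norm, cut at about 30% in these data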; also: 0% is about no effect
# Target sequence (P14416 whole entry, looked up): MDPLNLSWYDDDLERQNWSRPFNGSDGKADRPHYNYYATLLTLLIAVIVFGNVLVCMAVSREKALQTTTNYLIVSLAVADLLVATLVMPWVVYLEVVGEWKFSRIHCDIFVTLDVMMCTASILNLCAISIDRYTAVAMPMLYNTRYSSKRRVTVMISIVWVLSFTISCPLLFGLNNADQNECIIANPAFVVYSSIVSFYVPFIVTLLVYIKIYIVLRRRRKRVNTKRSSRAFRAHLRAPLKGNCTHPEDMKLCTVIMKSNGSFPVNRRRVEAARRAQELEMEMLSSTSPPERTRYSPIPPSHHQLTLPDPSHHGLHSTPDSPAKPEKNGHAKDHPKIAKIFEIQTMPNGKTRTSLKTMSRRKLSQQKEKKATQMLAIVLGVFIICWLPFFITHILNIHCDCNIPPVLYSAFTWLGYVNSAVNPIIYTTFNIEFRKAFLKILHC
#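 Tetracycline-induced Hek293 Trex D2 cells, force-coupled to calcium, loaded with no-wash calcium dye. Compound added with 180 s kinetic read for agonism, then EC20 dopamine and a further 180 s read for potentiation.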
# RXFP1 agonist – activates the human relaxin receptor RXFP1; 370,000 compounds, 0.3% hits; HEK293T-RXFP1 cAMP TR-FRET, 30 min; response scale: percent of porcine relaxin response, buffer zero; Q9HBX9; AID 2676; Potency, µM (highest dose often 57.5 µM), inactives show at the top dose activation, actives largely listed as activators; also: potency is read from the fitted curve at half-maximal effect; % is scaled to controls: 0 for no effect and ±100 for the full control effect; nearly all actives have a fitted effect of over 60% in size; many of its hits are not listed in these tables
#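 HEK293T cells stably expressing RXFP1 were pretreated with the PDE4 inhibitor Ro 20174, exposed to compounds for 30 min at 37C, lysed, and cAMP was read by TR-FRET. Data normalized to buffer (basal) and 29 nM porcine relaxin (100%).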
# GRP78 ERSR act – induces the endoplasmic reticulum stress response in human glioma cells. U87-MG GRP78 promoter luciferase reporter, 16 h. Potency, µM, for inactives: top-dose activation, hits mostly activators. 420,000 compounds, 0.02% hits; also: potency is read from the fitted curve at half-maximal effect; series mostly up to about 76 µM; % of control where 0% means no effect; nearly all actives have a fitted effect of over 35% in size
#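 ERSR induction read as luciferase luminescence (Bright-Glo, 10 min at room temperature) in stably transfected human U87-MG glioma cells exposed to compounds for 16 h, using GRP78 as sensor.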
# LDHA block – inhibitors of human lactate dehydrogenase A; P00338; purified LDHA, NADH/diaphorase-resazurin fluorescence; hits give low values; activity change, % (values are at about 110 or 230 µM); 480,000 compounds, 0.15% hits; in the data active = activity change below about -30%; inconclusive = mostly about -25% to -30%;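 also: plate controls were DMSO wells for no effect and wells without enzyme for full effect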
#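 Resorufin fluorescence (ex540/em590), read at 0 and 20 min after diaphorase/resazurin addition, reports the NADH left after a 5 min room-temperature reaction of 2 nM human LDH5 with 0.06 mM NADH and 0.2 mM pyruvate.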
# Vif-A3G inh – Vif-A3G binding inhibition. Q9HC16. HeLa A3G-eYFP + Vif (tagged APOBEC3G with the HIV-1 protein that degrades it), YFP fluorescence, overnight. Potency, µM (top dose mostly 46.1 µM), inactives show at the highest dose activity, negative = active, hits mostly inhibitors. 410,000 compounds, 0.076% hits. AID 602310;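 also: potency is read from the fitted curve at half-maximal effect; % is scaled to controls: 0 for no effect and ±100 for the full control effect; nearly all actives have a fitted effect of over 60% in size; hits raise eYFP signal because A3G escapes Vif-driven loss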
# Target sequence (Q9HC16 whole entry, looked up): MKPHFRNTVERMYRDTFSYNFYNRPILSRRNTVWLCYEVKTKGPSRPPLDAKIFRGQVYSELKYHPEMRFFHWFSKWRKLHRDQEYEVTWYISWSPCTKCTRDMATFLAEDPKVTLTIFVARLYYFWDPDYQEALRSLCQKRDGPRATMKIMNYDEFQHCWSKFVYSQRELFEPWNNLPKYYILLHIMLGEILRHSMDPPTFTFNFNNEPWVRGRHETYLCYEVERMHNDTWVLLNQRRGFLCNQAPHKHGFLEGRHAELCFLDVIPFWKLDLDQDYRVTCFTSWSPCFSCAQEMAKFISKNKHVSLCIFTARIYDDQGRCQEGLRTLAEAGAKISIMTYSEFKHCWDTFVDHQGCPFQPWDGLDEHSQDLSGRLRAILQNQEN
#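 HeLa cells stably expressing Vif and C-terminally eYFP-tagged A3G, seeded overnight at 37 deg C, then exposed to compound by pintool overnight at 37 deg C. Rise in yellow fluorescence (Ex 488/Em 500-530, Acumen) marks blocked Vif-driven A3G degradation.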
# Vif-A3F inh – inhibitors of Vif-A3F interaction. HeLa A3F-eYFP + Vif (tagged APOBEC3F with the HIV-1 protein that degrades it), YFP fluorescence increase. Potency, µM (highest dose often 46.1 µM), for inactives: at the top dose activity, negative = active. 390,000 compounds, 0.2% hits. AID 602313; also: potency is read from the fitted curve at half-maximal effect; % of control where 0% means no effect; nearly all actives have a fitted effect of over 65% in size
#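 HeLa cells stably expressing A3F-eYFP plus Vif, plated and incubated overnight at 37 deg C, then exposed to compounds overnight at 37 deg C. Blocked degradation read as raised yellow fluorescence (Ex 488/Em 500-530).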
# D1 potentiator – human D1 dopamine receptor positive modulation. P21728. HEK293 TREx D1 cells, calcium flux, dopamine EC20 potentiation. 360,000 compounds, 0.036% hits. AID 504651. potentiation, % at 10 µM; in the data active = potentiation above about 30%; also: 0% is about no effect
# D1 ag – activates the human D1 dopamine receptor; activation, % at 2 µM; HEK293 T-REx D1 cells, calcium flux, agonist mode; P21728; AID 504660; 360,000 compounds, 1% hits; in the data active = activation above about 30%; also: 0% is about no effect
#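 Inducible HEK293 T-REx D1 cells, force-coupled to calcium signalling, were plated at 4000 cells/well with tetracycline and held overnight at 30 C. After no-wash calcium dye loading, compound-evoked calcium rise over 180 s flagged agonists.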
# D1 antagonist – blocks dopamine activation of the human D1 receptor | 360,000 compounds, 3.2% hits | HEK293 TREx D1 cells, calcium flux, dopamine EC80; hits give low values | activity change, negative = inhibition, % at 10 µM | P21728; in the data active = activity change below about -30%; also: % is scaled to controls: 0 for no effect and ±100 for the full control effect
#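 Calcium flux readout: force-coupled, inducible Hek293 Trex D1 line, cells induced overnight at 30 C with tetracycline, dye-loaded 30–90 min at RT. Antagonism scored against EC80 dopamine challenge given 180 s after compound.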
# * = called active by the depositor; ? = inconclusive; · = no result given. Unless noted, calls follow the shape of the dose curve; as a rule, active = well fitted curve in the direction sought with a large enough effect; inconclusive = small, poorly fitted or top-dose-only effect, or another doubt; inactive = no such curve, though single readings can be large; an effect the other way counts as inactive or inconclusive.
1	Cc1ccc(OCC(=O)N/N=C/c2cn[nH]c2-c2ccc(Cl)c(Cl)c2)cc1
2	C#CCNC(=O)C1=C[C@@H](c2ccc(C#C)cc2)C[C@@H](OCCCCO)O1
3	CCS(=O)(=O)Nc1cc(C(=O)OC)ccc1C(=O)OC
4	NS(=O)(=O)c1ccc(N2CCN(CCOc3ccc(Cl)cc3)CC2)nc1
5	O=C(N/N=C/c1c[nH]c2ccccc12)C1COc2ccccc2O1 (centres undefined)
6	Cc1ccc(NC(=O)CN2CCc3cc4c(cc3C2C)OCCCO4)cc1C (centres undefined)
7	CCn1cc(CN2CCCC(C(=O)c3ccc(-c4ccccc4)cc3)C2)cn1 (centres undefined)
8	COc1ccc2c(c1OC)c(=O)n1c3ccc(OC(C)C(=O)NCCCN4CCOCC4)cc3c3ccnc2c31 (centres undefined)

Compound,1,2,3,4,5,6,7,8
D2 potentiator,11.1,·,5.5,10.5,-4.3,-7.4,10.0,-10.1
RXFP1 agonist,2.9%,·,3.3%,0.0%,-1.0%,2.8%,-0.2%,?
GRP78 ERSR act,-2.6%,0.5%,-3.1%,-3.3%,0.1%,-2.2%,-0.6%,-1.7%
LDHA block,-3.1,3.1,12.8,-6.0,-2.7,-1.5,-0.4,0.7
Vif-A3G inh,-17.7%,-1.8%,-0.8%,1.0%,?,3.8%,0.9%,4.1%
Vif-A3F inh,·,-4.7%,10.7%,-23.4%,-4.7%,-1.0%,1.4%,-4.0%
D1 potentiator,-6.2,·,-2.8,-9.8,-7.5,-0.3,9.1,-4.0
D1 ag,1.6,·,1.1,10.2,0.7,9.2,1.2,2.0
D1 antagonist,0.5,·,-25.2,-26.3,-8.5,-14.6,-11.8,-15.9

9	COc1ccccc1C(=O)NCC(=O)OCCCOC(=O)CNC(=O)c1ccccc1OC
10	Oc1ccc(O)c(Cc2nc3ccccc3[nH]2)c1
11	O=C1CC(Sc2ccc(Cl)cc2)C(=O)N1c1ccc2c(c1)OCCO2 (centres undefined)
12	Cc1c(C(=O)N2CCN(c3ccccn3)CC2)sc2ncnc(N3CCOCC3)c12
13	O=C1c2ccccc2C(=O)C12Cc1ccccc1N1CCN(c3ccccc3)CC12 (centres undefined)
14	Cn1c(N)c(C(=O)CSc2ccccn2)c(=O)n(C)c1=O
15	CCCONC(=O)Nc1ccccc1[N+](=O)[O-]
16	CC(=O)c1ccc(N2CCN(C(=O)c3cccs3)C(C)C2)c(F)c1 (centres undefined)

Compound,9,10,11,12,13,14,15,16
D2 potentiator,1.9,-2.9,-1.7,2.9,7.2,-7.6,-0.8,-2.0
RXFP1 agonist,-0.2%,1.9%,4.7%,3.3%,-0.8%,4.1%,-1.4%,-0.8%
GRP78 ERSR act,-4.0%,-4.3%,-0.2%,-3.1%,-1.3%,-0.5%,4.8%,-4.4%
LDHA block,-2.1,31.8,-1.4,-12.3,-2.2,-1.9,-7.3,-5.8
Vif-A3G inh,-0.6%,-16.3%,-6.5%,2.1%,-4.5%,0.9%,-3.1%,1.9%
Vif-A3F inh,-11.6%,3.2%,-4.6%,-0.5%,-2.3%,-1.1%,-3.1%,0.9%
D1 potentiator,-1.7,-4.0,-4.8,-1.4,0.5,-7.5,-6.0,-10.1
D1 ag,0.1,1.5,6.8,-0.2,0.3,3.4,-0.5,14.9
D1 antagonist,-2.9,9.4,-27.9,-1.3,9.1,-1.3,-9.6,-4.3

17	Cc1c(C(=O)OC/C(O)=C(\C#N)c2nc3ccccc3[nH]2)oc2ccc(Br)cc12
18	C=CCNC(=O)CSc1nc2ccccc2c(=O)n1CCc1ccc(OC)c(OC)c1
19	Cc1ccc(C(=O)NCC(=O)NCCc2ccc(S(N)(=O)=O)cc2)s1
20	Cc1nc2cc3c(cc2s1)OCO3
21	COc1cc(OC)cc(-n2c(=O)c3sccc3n(Cc3cc(=O)n4c(C)cccc4n3)c2=O)c1
22	N#Cc1ccc(COC(=O)CN2C(=O)NC3(CCCC3)C2=O)cc1
23	Cc1ccc(-c2nc3n(n2)C(=O)CC(c2ccc(C)cc2)S3)cc1 (centres undefined)
24	Cn1nc(C#N)c(=O)[nH]c1=O

Compound,17,18,19,20,21,22,23,24
D2 potentiator,-7.3,-5.1,-9.4,1.7,-1.0,-2.7,-10.6,·
RXFP1 agonist,11.4%,0.0%,-2.2%,3.8%,?,1.7%,-2.9%,·
GRP78 ERSR act,-6.1%,-7.2%,-3.6%,-4.5%,·,-4.0%,-2.4%,-2.2%
LDHA block,4.4,-3.6,-0.8,1.3,-11.0,-3.2,3.3,-1.4
Vif-A3G inh,-10.4%,-0.2%,-0.5%,-0.1%,·,0.3%,-0.2%,2.7%
Vif-A3F inh,?,1.2%,0.7%,8.3%,·,0.4%,-2.0%,0.8%
D1 potentiator,-4.5,-2.2,-2.9,4.8,4.4,-0.1,-1.4,·
D1 ag,1.7,9.4,3.6,1.4,-2.3,0.9,0.0,·
D1 antagonist,8.0,12.4,5.7,-17.7,-29.5,0.7,-2.3,·

25	Cc1cccc(-n2ncc(C(=O)N3CCc4ccccc4C3)c2C2CCN(C(=O)OC(C)(C)C)CC2)c1
26	Cc1ccc(NC(=O)Nc2ccccc2)nc1
27	CCn1ncc(C2=NOC(C(=O)N3CCN(c4ccccc4)CC3)C2)c1C (centres undefined)
28	Cc1ccc(N(C(=O)c2ccc(S(=O)(=O)N(C)C)cc2)C2C=CS(=O)(=O)C2)cc1 (centres undefined)
29	CCOc1ccc(NC(=O)C(C)O)c(NS(=O)(=O)c2ccc(CCNC(C)=O)cc2)c1 (centres undefined)
30	Cc1cc(C)cc(S(=O)(=O)Cc2noc(C(=O)NCc3ccccc3)c2C(=O)NCc2ccccc2)c1
31	Cc1ccc(CNC(=O)CCC(=O)N2CC(C)Oc3ccccc32)cc1 (centres undefined)
32	COc1cc(/C=C/CNC[C@H]2O[C@@H](n3cnc(C(N)=O)n3)[C@H](O)[C@@H]2O)ccc1O

Compound,25,26,27,28,29,30,31,32
D2 potentiator,-14.1,·,0.3,-1.6,3.6,·,-12.5,·
RXFP1 agonist,-4.7%,·,0.5%,-1.7%,1.9%,·,0.5%,·
GRP78 ERSR act,-3.7%,1.9%,-3.6%,-4.1%,-4.0%,-2.1%,-3.2%,1.9%
LDHA block,1.8,-3.1,-3.4,-7.0,2.2,2.6,-3.7,13.1
Vif-A3G inh,3.4%,-0.7%,-0.8%,1.8%,-0.3%,-3.5%,-0.8%,0.1%
Vif-A3F inh,-13.2%,-4.0%,-8.7%,-1.1%,1.5%,-6.5%,0.5%,3.9%
D1 potentiator,-1.4,·,-6.2,-1.2,4.0,·,5.2,·
D1 ag,3.0,·,9.3,0.5,11.7,·,5.3,·
D1 antagonist,7.2,·,-26.4,7.6,3.4,·,-4.5,·

33	Cc1ccc(S(=O)(=O)NCc2ccco2)cc1C
34	CCOC(=O)/C(C(C)=O)=C1\OC(=O)c2ccccc21
35	CC(=O)N1CCc2c(sc(NC(=O)Cc3ccc(F)cc3)c2C#N)C1
36	O=C(c1ccc(Br)o1)N1CCN(c2ccccc2F)CC1
37	O=C(Nc1ccccc1Br)N1CCN2CCCCC2C1 (centres undefined)
38	Cc1ccc(S(=O)(=O)CC(CN2CCOCC2)N2CCOCC2)cc1 (centres undefined)
39	Nc1nc(-c2ccco2)c(-c2ccco2)s1
40	Cc1ccc(-c2n[nH]c(=O)c3ccccc23)c(C)c1

Compound,33,34,35,36,37,38,39,40
D2 potentiator,2.4,6.3,-4.4,3.5,5.5,0.9,-11.4,·
RXFP1 agonist,1.9%,-0.9%,-0.7%,0.9%,0.8%,-0.3%,0.1%,-4.5%
GRP78 ERSR act,-3.6%,-4.5%,-4.5%,-1.8%,-1.1%,-2.3%,-1.4%,-9.5%
LDHA block,-0.2,-8.2,-4.2,-0.3,-6.9,-6.8,11.5,-1.8
Vif-A3G inh,2.9%,1.3%,-1.8%,2.3%,-0.1%,4.9%,-4.4%,-11.1%
Vif-A3F inh,-10.7%,-3.1%,-9.6%,-4.1%,0.1%,0.8%,-11.6%,-5.8%
D1 potentiator,-5.7,-1.9,-7.7,-9.6,-1.4,6.5,4.5,-9.3
D1 ag,4.2,3.1,0.4,1.6,0.8,1.1,3.4,3.4
D1 antagonist,-8.0,-2.1,-21.3,14.4,-2.9,6.9,-5.7,5.7

41	NC(=O)c1ccc(NC(=O)Cc2cccs2)cc1
42	Cc1cc(C)cc(C(=O)NCC(=O)OCC(=O)N2CCCCC2)c1
43	NC(=S)Nc1cnc2ccccc2c1
44	O=C(NCc1ccccc1Br)c1ccc2c(c1)nc1n2CCOC1
45	COCCn1nnnc1C(c1ccc(OC)cc1)N1CCC(C)CC1 (centres undefined)

Compound,41,42,43,44,45
D2 potentiator,14.3,10.4,3.2,11.5,0.2
RXFP1 agonist,1.6%,-0.8%,-0.8%,4.1%,-0.7%
GRP78 ERSR act,2.0%,-2.5%,-0.5%,-4.0%,1.4%
LDHA block,-0.9,-10.0,-2.8,-0.8,-4.0
Vif-A3G inh,-0.1%,-0.3%,-5.4%,-8.2%,0.9%
Vif-A3F inh,-11.8%,4.6%,·,0.2%,-0.6%
D1 potentiator,-11.3,-5.5,3.6,-0.8,-3.5
D1 ag,3.6,0.1,1.0,-0.4,-0.1
D1 antagonist,13.2,-14.2,-3.8,-1.0,6.0

# Given as tab-separated lines: 3 of the compounds above.
nr	SMILES	D2 potentiator	RXFP1 agonist	GRP78 ERSR act	LDHA block	Vif-A3G inh	Vif-A3F inh	D1 potentiator	D1 ag	D1 antagonist
41	NC(=O)c1ccc(NC(=O)Cc2cccs2)cc1	14.3	1.6%	2.0%	-0.9	-0.1%	-11.8%	-11.3	3.6	13.2
42	Cc1cc(C)cc(C(=O)NCC(=O)OCC(=O)N2CCCCC2)c1	10.4	-0.8%	-2.5%	-10.0	-0.3%	4.6%	-5.5	0.1	-14.2
45	COCCn1nnnc1C(c1ccc(OC)cc1)N1CCC(C)CC1 (centres undefined)	0.2	-0.7%	1.4%	-4.0	0.9%	-0.6%	-3.5	-0.1	6.0

# This is a subset; rates above refer to the full screens.
